High-throughput results: PubChem, several laboratories
TRPC4 agonist – activators of mouse TRPC4 channel; Q9QUQ5; HEK293 TRPC4beta/mu-opioid, Fluo4 calcium fluorescence; hits give high values; B-score at 10 µM; hit rate 0.49% among 310,000; AID 2237;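 active = B-score above 5 SD of library B-scores, and initial fluorescence ratio not above library mean plus 5 SD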;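 note: positive B-score marks a calcium rise read as TRPC4 activation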
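Material: HEK293 stable line with TRPC4beta plus mu-opioid receptor; technique: Fluo4 calcium-sensitive dye fluorescence, kinetic, 1 Hz baseline; timing: Fluo4 dye loading 45 min at room temperature, 110 s recording; controls: assay buffer as low control, maximal DAMGO as high control; read-out: integrated baseline-normalised fluorescence ratio, converted to per-well B score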
TRPC4 block – blocks the mouse TRPC4 cation channel. Q9QUQ5. HEK293 TRPC4beta/mu-opioid, DAMGO-evoked Fluo4 calcium flux; hits give low values. B-score at 10 µM. hit rate 0.39% among 300,000. AID 2247;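 active = B-score over 3 SD under the library average, no early fluorescence shift, positive overall ratio signal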
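material = TRPC4beta/mu-opioid receptor HEK293 cell line | probe or stimulus = sequential submaximal and maximal DAMGO stimulation | compound dosing = one concentration per compound | measured by = Fluo4 Ca2+ flux fluorescence | evaluation = integrated fluorescence ratio relative to baseline, converted to per-well B score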
KCNK3 block – human KCNK3 channel inhibition, primary screen; CHO-KCNK3 thallium flux, FluxOR fluorescence; hits give low values; B-score at 10 µM; hit rate 0.84% among 340,000;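 active = B-score under library mean minus 4 SD, starting fluorescence ratio at most library mean plus 5 SD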;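 note: more negative B-score means stronger inhibition of thallium flux through KCNK3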
Platelet DG rel – platelet dense granule release activity; human platelet-rich plasma, SFLLRN dense granule ATP release, luminescence; AID 1663; hit rate 0.22% among 300,000; inhibition, %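 (compounds screened at 7.5 µM in platelet-rich plasma)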;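 active = mean replicate score, as percent of positive control, at or above 50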
KCNQ1 inh – human KCNQ1 channel inhibition. P51787. CHO-K1 KCNQ1, FluxOR thallium flux fluorescence; hits give high values. B-score at 10 µM. hit rate 1.3% among 310,000;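 active = compounds whose thallium flux B-score, printed positive for inhibition, exceeds three library SD while starting fluorescence stays within three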;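 note: channel opened by potassium depolarization with thallium stimulus after 20 min compound exposure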
Target sequence (P51787 whole entry, looked up): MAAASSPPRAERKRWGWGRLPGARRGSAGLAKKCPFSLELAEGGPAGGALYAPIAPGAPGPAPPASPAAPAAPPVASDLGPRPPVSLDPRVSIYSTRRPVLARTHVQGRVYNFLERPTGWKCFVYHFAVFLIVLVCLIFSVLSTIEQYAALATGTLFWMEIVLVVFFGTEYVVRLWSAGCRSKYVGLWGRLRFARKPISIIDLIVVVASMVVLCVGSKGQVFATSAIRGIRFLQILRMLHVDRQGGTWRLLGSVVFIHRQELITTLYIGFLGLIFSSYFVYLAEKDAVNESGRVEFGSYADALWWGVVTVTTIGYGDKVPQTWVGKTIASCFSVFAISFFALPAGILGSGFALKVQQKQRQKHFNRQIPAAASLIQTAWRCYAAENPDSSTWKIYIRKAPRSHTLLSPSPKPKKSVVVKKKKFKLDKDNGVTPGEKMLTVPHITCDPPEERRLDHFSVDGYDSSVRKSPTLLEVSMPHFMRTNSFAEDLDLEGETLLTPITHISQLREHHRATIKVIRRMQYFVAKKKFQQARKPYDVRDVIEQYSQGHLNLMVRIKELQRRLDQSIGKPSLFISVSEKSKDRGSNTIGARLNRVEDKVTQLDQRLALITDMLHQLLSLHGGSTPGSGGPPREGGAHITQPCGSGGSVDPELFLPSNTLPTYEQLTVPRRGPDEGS
TRPC4 PAM – TRPC4 (mouse) allosteric potentiation | Q9QUQ5 | HEK293 TRPC4beta/mu-opioid, DAMGO EC20, Fluo-4 Ca2+ flux; hits give high values | B-score at 10 µM | hit rate 0.42% among 310,000 | AID 2227;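 active = B-score of calcium response area above 5 SD of library B-scores, with initial fluorescence ratio within 5 SD of library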;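 note: B-score of integrated fluorescence ratio over time as area under calcium response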
hERG protect – hERG (human) protection from proarrhythmic block | Q12809 | CHO-hERG, FluxOR thallium flux, dofetilide IC70 present | activation (rescue from dofetilide block), less the hit threshold, % at 10 µM | hit rate 0.51% among 310,000 | AID 1511;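 active = activation above the mean of controls blocked by dofetilide plus 5 SD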;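 note: thallium influx through hERG after potassium depolarization seen as dye fluorescence rise; in these data hits start at about 4.7%; inactives centre near -7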
KCNQ1 pot – potentiators or activators of human KCNQ1 potassium channel; B-score at 10 µM; hit rate 0.35% among 310,000; P51787; AID 2648; CHO-K1 KCNQ1, thallium flux FluxOR fluorescence; hits give high values;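 active = fluorescence ratio B-score, a plate-corrected score, at least three library SD, with initial intensity B-score within 5 SD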
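System: CHO-K1 cells stably expressing KCNQ1 / Medium: assay buffer for compound exposure, DMSO matched across wells / Reagent: thallium- and potassium-containing depolarizing buffer / Compound: one concentration, matched DMSO / Incubation: 20 min compound pretreatment at room temperature / Measured by: kinetic FluxOR fluorescence, 10 s baseline plus 110 s post-stimulus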
DYRK1A inh – inhibitors of rat Dyrk1A kinase; Q63470; ADP-Glo luminescence, NFATc1 peptide; inhibition, % at 12.5 µM; hit rate 0.43% among 310,000; AID 504441; in the data active = inhibition above about 50%;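 note: plate controls were vehicle with enzyme for no effect and no enzyme for full effect; many of its hits are not listed in these tables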
KCNK9 inh – human KCNK9 channel inhibition | Q9NPC2 | HEK293 KCNK9, FluxOR thallium flux fluorescence; hits give low values | B-score at 10 µM | hit rate 1.2% among 310,000 | AID 488922;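 active = ratio B-score over 3 SD below the library mean, with starting fluorescence within 5 SD of its mean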;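 note: negative B-score means less thallium flux so channel inhibition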
Target sequence (Q9NPC2 whole entry, looked up): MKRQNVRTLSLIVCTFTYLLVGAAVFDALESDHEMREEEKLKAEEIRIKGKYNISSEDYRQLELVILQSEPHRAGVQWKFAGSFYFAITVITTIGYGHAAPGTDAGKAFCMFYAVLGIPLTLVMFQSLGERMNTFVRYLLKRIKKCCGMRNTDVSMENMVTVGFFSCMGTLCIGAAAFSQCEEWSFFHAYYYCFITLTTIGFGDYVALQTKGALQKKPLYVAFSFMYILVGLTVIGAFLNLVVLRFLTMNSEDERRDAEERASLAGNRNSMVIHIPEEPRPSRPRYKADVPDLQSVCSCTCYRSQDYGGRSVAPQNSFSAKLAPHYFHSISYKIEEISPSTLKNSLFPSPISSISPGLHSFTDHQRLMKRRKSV
PolyA inhibitor – blocks polyadenylation in yeast reporter cells. S. cerevisiae SKY197-pL101 polyadenylation reporter, beta-gal luminescence; efflux-impaired pdr1/pdr3 knockout yeast; score 100 = 6 SD above DMSO. calls only at 12 µM. hit rate 0.02% among 300,000;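 active = lowest replicate activity score at least 50, where 100 means six control SD above control mean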;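 note: yeast exposed to compound for 9 h at 30 °C; higher score means more reporter readthrough which indicates perturbed polyadenylation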
Numbers without * were called inactive; i = inactive; nt = not tested or not shown. An excerpt; the hit share may differ from the screen's.

No.	molecule	TRPC4 agonist	TRPC4 block	KCNK3 block	Platelet DG rel	KCNQ1 inh	TRPC4 PAM	hERG protect	KCNQ1 pot	DYRK1A inh	KCNK9 inh	PolyA inhibitor
1	O=C(Nc1nnc(SCC(=O)N2CCCCC2)s1)c1cccs1	i	i	i	-1.3	i	i	-11.9	i	0.1	i	i
2	Cc1cccc(N(C)C(=O)c2cc3cc4ccc(C)cc4nc3o2)c1	i	i	i	-3.7	i	i	-7.3	i	-7.9	i	i
3	COc1ccc(C(CC(=O)Nc2ccc(C)cn2)N2Cc3ccccc3C2=O)cc1 (stereo not given)	i	i	i	-3.4	i	i	-4.6	i	10.4	i	i
4	CC(=O)c1cccc(NC(=O)c2ccc(N(Cc3ccccc3)S(C)(=O)=O)cc2)c1	i	i	i	-1.4	i	i	-13.3	i	-1.0	i	i
5	COc1cccc(N(C(=O)CNC(=O)c2ccco2)C(C(=O)NC2CCCC2)c2ccncc2)c1 (stereo not given)	i	i	i	-4.5	i	i	-4.3	i	2.4	i	i
6	Cc1nn(Cc2ccccc2Cl)c(Cl)c1/C=C/C(=O)OCC(=O)NC(N)=O	i	i	i	-2.2	i	i	-0.4	i	-0.6	i	i
7	O=C(c1ccccc1)N1CC(COc2ccccc2)OC(c2cccnc2)O1 (stereo not given)	i	i	i	-8.1	i	i	-8.4	i	-1.0	i	i
8	O=C(Nc1nc(-c2cccs2)c(C(=O)C(F)(F)F)s1)c1ccccc1	i	i	i	-4.6	7*	i	-12.3	i	4.0	i	i
9	O=C(NCc1ccccn1)Nc1ccc(Br)cc1	i	i	i	-0.2	i	i	-5.8	i	nt	i	i
10	O=c1c2oc3ccccc3c2[nH]c(=S)n1-c1ccc(F)cc1	i	i	i	-17.1	i	i	-17.3	i	10.9	i	i
11	CCCNCc1cc(OC)c(OCc2ccccc2)cc1Br	i	i	i	1.6	i	i	-8.2	i	-1.6	i	i
12	O=C(NCCc1ccncc1)Nc1ccccc1	i	i	i	2.9	i	i	-11.5	i	7.5	i	i
13	Nc1nc(CN2CCN(Cc3ccccc3)CC2)nc(Nc2ccccc2)n1	i	i	i	-4.0	i	i	-10.5	i	4.9	i	i
14	CC(C)[C@H](NC(=O)N1c2ccccc2NC(=O)[C@@H]1C(C)C)C(=O)N[C@H](C(=O)O)c1ccccc1	i	i	i	0.2	i	i	-7.7	i	6.8	i	i
15	COC(=O)CSc1nc2sc(C)c(C)c2c(=O)n1C	i	i	i	-3.1	i	i	-11.9	i	8.6	i	i
16	CCOC(=O)c1cc(NC(=O)COc2ccc([N+](=O)[O-])cc2)cc(C(=O)OCC)c1	i	i	i	-2.1	i	i	-8.5	i	-2.4	i	i
17	Cc1ccc(Cl)cc1Nc1nc(-c2sc(NC(=O)c3ccccc3)nc2C)cs1	i	i	nt	9.0	i	i	-3.2	i	nt	i	i
18	C=CCO/N=C(/C)c1c(O)c(CC)c(-c2ccccc2)n(-c2ccccc2)c1=O	i	i	i	11.1	i	i	-6.0	i	-4.3	i	i
19	CC1(c2ccccc2)NC(=S)N2C1NC(=S)N2c1ccccc1 (stereo not given)	i	i	i	9.5	i	i	-7.3	i	-0.2	i	i
20	CCC(C(=O)NC1CCCC1)N(C(=O)c1snc(C(N)=O)c1N)c1ccc(C)cc1C (stereo not given)	i	i	i	9.3	i	i	-4.7	i	-0.3	i	i
21	Cc1[nH]nc(Nc2ccccc2)c1[N+](=O)[O-]	i	i	i	0.4	i	19*	-2.0	i	1.0	i	i
22	CNC(=O)CN(c1ccc(Oc2ccccc2)cc1)S(=O)(=O)c1ccc(C)cc1	i	i	i	12.2	i	i	-8.3	i	-3.1	i	i
23	C=CCSC1=NN2CCS(=O)(=O)N=C2S1	i	i	i	5.0	i	i	-17.0	i	-0.3	i	i
24	Cc1oc(-c2ccccc2F)nc1CS(=O)(=O)CC(=O)NCCCN1CCN(C)CC1	i	i	i	0.6	i	i	-7.5	i	-5.1	i	i
25	COc1ccc(Br)cc1Cn1nnc(C(=O)Nc2ccc3c(c2)OCCO3)c1N	i	i	i	-1.9	i	i	-5.9	i	-0.6	i	i
26	O=C(CNC(=O)c1cccs1)N/N=C/c1c[nH]c2ccccc12	i	i	i	-1.8	i	i	-3.0	i	-0.3	i	i
27	COc1ccccc1-c1c(C)c(C)nc(N)c1C#N	i	i	i	-4.6	i	i	-6.5	i	-0.6	i	i
28	CC(=O)Oc1c2occc2cc2ccc(=O)oc12	i	i	i	1.6	i	i	-3.8	i	2.7	i	i
29	Cc1nn(C(=O)c2cccs2)c(C)c1CN1C(=O)c2ccccc2C1=O	i	i	i	2.0	i	i	-7.0	i	3.1	i	i
30	S=C(NCc1ccccc1)NCc1ccc(CNC(=S)NCc2ccccc2)cc1	i	i	i	0.6	i	i	-5.0	i	-1.1	i	i
31	CC(C)c1onc(C(=O)N(C)Cc2ccccc2)c1[N+](=O)[O-]	i	i	i	11.7	i	i	-8.7	i	5.6	i	i
32	CCCn1c(SCC(=O)Nc2nc(-c3ccc(OC)cc3)cs2)nc2c1c(=O)n(C)c(=O)n2C	i	i	i	8.0	i	i	3.5	i	-0.5	i	i
33	CC(=O)c1cc(C#N)c(SCC(=O)O)nc1C	i	i	i	27.1	i	i	1.4	i	-0.6	i	i
34	CCc1ccc(OCC(=O)O/N=C(\N)Cc2ccc([N+](=O)[O-])cc2)cc1	i	i	i	2.8	i	i	-9.9	i	-0.4	i	i
35	CCCCOc1ccc(-c2nnc(-c3ccncc3)o2)cc1	i	i	i	5.5	i	i	-8.7	i	2.9	i	i
36	CCc1nnc(NS(=O)(=O)c2ccc(NC(=S)NC(=O)c3ccc(F)cc3)cc2)s1	i	i	i	-5.6	i	i	-8.2	i	23.7	i	i
37	CCCC(CCC)C(=O)Nc1ccc2c(c1)N(C(=O)CN1CCN(C)CC1)c1ccccc1CC2	i	i	i	1.4	i	i	-20.7	i	-2.7	i	i
38	COc1ccc(-c2nnc(NC(=O)c3ccc(S(=O)(=O)N4COCC4(C)C)cc3)o2)cc1	i	i	i	-1.1	i	i	-3.3	i	-2.7	i	i
39	CS(=O)(=O)Nc1ccc(C(=O)NCCSc2ccc(Cl)cc2)cc1	i	i	i	4.1	i	i	-2.8	i	nt	i	i
40	Cc1cc2c(N=NC(=O)CCc3ccccc3)c(O)[nH]c2cc1Br	i	i	i	-38.6	i	i	-10.1	i	5.0	i	i
41	COc1ccc(S(=O)(=O)N(CC(=O)NCC2CCCO2)c2ccccc2)cc1OC (stereo not given)	i	i	i	nt	i	i	-10.6	i	21.8	i	i
42	CCn1c(SCC(=O)N/N=C/c2ccc(C)o2)nnc1-c1ccccc1	i	i	i	3.3	i	i	-5.6	i	-6.0	i	i
43	CCOc1ccc(NC(=O)[C@@H](NC(=O)c2ccco2)C(C)C)cc1	i	i	i	-5.1	i	i	-9.4	i	-0.8	i	i
44	O=C(NCCCN=C1NS(=O)(=O)c2ccccc21)c1ccncc1	i	i	i	-0.5	i	i	-9.4	i	6.1	i	i
45	Cc1cc(C2C(C#N)=C(N)SC(N)=C2C#N)c(C)s1	i	i	i	9.6	i	i	-6.9	i	19.0	i	i
46	CCN1CCc2c(sc(NC(=O)COc3ccccc3)c2C(=O)OC)C1	i	i	i	9.1	i	i	-9.5	i	-3.1	i	i
47	O=S(=O)(c1ccccc1Br)N1CCN(c2ncccn2)CC1	i	i	i	-1.9	i	i	-8.3	i	0.0	i	i
48	CS(=O)(=O)N(CC(=O)NCCSCc1cccc(Cl)c1)c1ccc2c(c1)OCO2	i	i	i	-16.4	i	i	-2.0	i	0.5	i	i
49	O=C(c1cc(-c2ccccn2)nc2c(Cl)cccc12)N1CCN(S(=O)(=O)c2ccccc2)CC1	i	i	i	-0.5	i	i	-8.2	i	-8.1	i	i
50	CC(C)=C(NC(=O)c1ccccc1)C(=O)NCCc1nc2ccccc2[nH]1	i	i	i	-3.9	i	i	-5.6	i	7.6	i	i

(listing goes on)
No.	molecule	TRPC4 agonist	TRPC4 block	KCNK3 block	Platelet DG rel	KCNQ1 inh	TRPC4 PAM	hERG protect	KCNQ1 pot	DYRK1A inh	KCNK9 inh	PolyA inhibitor
51	CC(Oc1ccccc1F)c1ccnc2nc(/N=C/N(C)C)nn12 (stereo not given)	i	i	i	-2.4	i	i	-5.0	i	-0.4	i	i
52	Cc1ccc2cc(CN(c3cccc(C)c3C)S(=O)(=O)c3ccccc3)c(=O)[nH]c2c1	i	i	i	-9.9	i	i	-7.7	i	-3.8	i	i
53	O=C(C1CCCN1S(=O)(=O)c1ccc(Cl)c(Cl)c1)N1CCCCC1 (stereo not given)	i	i	i	-6.3	i	i	-4.1	i	2.5	i	i
54	O=C1C2CCCCC2C(=O)N1c1cccc(OS(=O)(=O)c2ccccc2)c1 (stereo not given)	i	i	i	-5.7	i	i	-12.7	i	-10.5	i	i
55	CCC(=O)c1c[nH]c(C(=O)NCc2ccccc2OC)c1	i	i	i	-4.8	i	i	-5.9	i	-2.6	i	i
56	CCNc1nc(SCC(=O)OC)nc(N2CCOCC2)n1	i	i	i	2.0	i	i	-7.3	i	2.9	i	i
57	Cn1c(SCC(=O)NC(=O)NCc2ccco2)nnc1C(F)(F)F	i	i	i	-14.3	i	i	-13.7	i	1.0	i	i
58	Cn1c(N)c(C(=O)c2cc(-c3ccccc3)nc3ccccc23)c(=O)n(C)c1=O	i	i	i	20.4	i	i	-5.0	i	0.9	i	i
59	COc1cc(OC)cc(C(=O)N[C@H](C(=O)OCC(=O)NC(=O)NC(C)(C)C)C(C)C)c1	i	i	i	-11.0	i	i	-1.6	i	nt	i	i
60	O=C(Nc1ccc(C(F)(F)F)cc1)C1(c2ccccc2)CC1	i	i	i	-1.9	i	i	-9.5	i	-9.2	i	i
61	O=C(C1CC(=O)N(c2ccc3c(c2)OCCO3)C1)N1CCN(c2cccc(C(F)(F)F)c2)CC1 (stereo not given)	i	i	i	-13.1	i	i	-16.4	i	-5.6	i	i
